AmpC det inh: blocks E. coli AmpC beta-lactamase in presence of detergent; AID 584; Potency, µM (highest dose often 28.7 µM), inactives show at the highest dose activity change, negative = inhibition; purified AmpC, nitrocefin hydrolysis with detergent; actives 0.09% (n = 71,000); active = well fitted curve in the direction sought with a large enough effect
Target sequence (P00811 whole entry, looked up): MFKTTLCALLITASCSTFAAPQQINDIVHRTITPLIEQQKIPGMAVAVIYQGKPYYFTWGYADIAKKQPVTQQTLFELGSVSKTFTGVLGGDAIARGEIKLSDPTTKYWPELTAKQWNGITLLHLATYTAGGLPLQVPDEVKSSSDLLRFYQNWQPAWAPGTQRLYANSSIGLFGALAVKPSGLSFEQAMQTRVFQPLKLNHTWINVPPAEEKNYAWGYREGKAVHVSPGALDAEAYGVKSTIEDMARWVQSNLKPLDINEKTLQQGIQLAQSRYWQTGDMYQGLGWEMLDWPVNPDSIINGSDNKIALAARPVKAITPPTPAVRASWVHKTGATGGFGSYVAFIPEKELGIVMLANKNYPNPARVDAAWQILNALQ
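E. coli AmpC (5.3 nM) in 20 mM phosphate pH 7.0 with 0.01% Triton X-100, preincubated 15 min RT with compound; nitrocefin (2 uL of 800 uM stock) hydrolysis followed by 480 nm absorbance every 20 s over 4 min.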
The depositor's hits bear a star; & = joins results of further samples; [ ] = another dose, or the depositor's remark. % is scaled to controls: 0 for no effect and ±100 for the full control effect; potency is read from the fitted curve at half-maximal effect. Not all compounds are listed (hit frequency here may not be typical).

SMILES	AmpC det inh
O=C1C2ON(c3ccc(Cl)cc3)C(c3ccco3)C2C(=O)N1c1ccccc1 (configuration not stated)	-1%
CCCCNC(=O)C1C2C=CC3(CN(Cc4ccc(C)cc4)C(=O)C13)O2 (configuration not stated)	-2%
c1ccc(-c2noc(CSc3nnc(Cc4cccs4)n3-c3ccccc3)n2)cc1	-4%
COc1ccc(OCC(=O)OCC(=O)Nc2ccc(S(=O)(=O)N3CCCCC3)cc2)cc1	-2%
CN1CCC[C@@H]1CCO[C@](C)(c1ccccc1)c1ccc(Cl)cc1	-1%
CC(C)C(=O)N1CCN(CCN=CC2=C(O)CC(c3ccco3)CC2=O)CC1 (configuration not stated)	-1%
O=C(O)c1cccc(N2CCCC2=O)c1	10%
COc1ccc(N2C(=O)CC(Sc3nccc(C)n3)C2=O)cc1 (configuration not stated)	4%
CC1CN(C(=O)CN2C(=O)c3ccccc3C2=O)CC(C)O1 (configuration not stated)	-1%
COc1cccc(CNc2nc3nc(C)c(Cl)c(C)n3n2)c1	1%
CC(=O)N[C@H](Cc1c[nH]c2ccccc12)C(=O)O	-3%[5.75 µM]
Oc1ccc(-c2onc(C(F)(F)F)c2-c2cscn2)c(O)c1	-5%
Cc1ccc(-n2c(=O)c(C#N)cc3c(=O)n4ccccc4nc32)cc1	3%
CCc1ccc(NS(=O)(=O)c2cccs2)cc1	-5%
Cc1cc(=O)[nH]c(SCC(=O)C23CC4CC(CC(C4)C2)C3)c1C#N	-2%
Cn1cnnc1SCC(=O)Nc1sc2c(c1C#N)CCCCC2	-8%
CCOC(=O)c1c(C)[nH]c(C(=O)CSc2ccccc2)c1C	12%
Oc1cc(Cc2ccccc2)cnc1CN1CCOCC1	8%
O=C(Nc1ccc(OC(F)(F)F)cc1)C1CCCN(S(=O)(=O)c2cccnc2)C1 (configuration not stated)	-2%
CCOC(=O)c1ccc(NC(=O)NS(=O)(=O)c2ccc(C)cc2)cc1	1%
Cc1nc2cc(NC(=O)NCc3ccc4c(c3)OCO4)ccc2o1	-3%
O=C(NCC1COCCO1)C1CCN(S(=O)(=O)c2ccccc2)CC1 (configuration not stated)	10%
CCOC(=O)Cn1cc(C(=O)C2CC2)c2ccccc21	14%
CNc1nc2c(c(=O)[nH]c(=O)n2C)n1CCOC	-4%
CC(C)c1nc2sc3c(SCC(=O)NCc4ccco4)ncnc3c2c2c1CCC2	-4%
CC(=O)O[C@H]1CC[C@@]2(C)[C@@H](CC[C@@]3(C)[C@H]2C(=O)C=C2[C@H]4C[C@](C)(C(=O)OCCN5CCCCC5)CC[C@]4(C)CC[C@@]23C)C1(C)C	3%
CCOCCCNC(=O)CN(Cc1ccc(Cl)cc1)S(C)(=O)=O	-4%
Nc1c(C(=O)NCc2cccnc2)sc(=S)n1-c1ccccc1	8%
CC(=O)N1CCC2(CC1)CN(c1ccccn1)C2	8%
COc1cccc(-c2nn(-c3ccccc3)cc2C(=O)NCC(=O)O)c1	-4%
Cc1cccc(-n2c(O)c(C=Nc3ccccc3N)c(=O)[nH]c2=O)c1	9%
Cc1ccc2c(c1)N(CCC(=O)NCCCOC(C)C)C(=O)C(C)O2 (configuration not stated)	0%
CCOC(=O)c1c(C)[nH]c(C(=O)Cn2c(=O)oc3ccccc32)c1C	13%
Cc1cc(NCCN2CCOCC2)n2ncc(-c3ccc(Cl)cc3)c2n1	1%
CS(=O)(=O)N1CCC(C(=O)Nc2cc(C(F)(F)F)ccc2Cl)CC1	-3%
COc1ccc(-c2ccc(-c3nnc(Cc4ccc(OC)c(OC)c4)o3)cc2)cc1	9%
COc1cc(C)nc(NS(=O)(=O)c2ccc(C)cc2)n1	-1%
S=c1[nH]c2ccccc2[nH]1	12%
COc1ccc(OCC(=O)Nc2cc(-c3nn4c(C)nnc4s3)ccc2C)cc1	8%
CN1c2ccccc2-c2nc3ccccc3n2C1c1ccncc1 (configuration not stated)	1%
COc1ccc2c(c1)c(CC(=O)O)c(C)n2C(=O)c1ccc(Cl)cc1	3%
CN(Cc1ccc(OC(F)F)cc1)C(=O)c1ccc2nccnc2c1	1%
Cc1cc(Cl)cc(Br)c1OCCNCC(C)O (configuration not stated)	-6%
COc1ccc(OC)c(N=C2C(=O)Nc3ccccc32)c1	5%
COc1nc(OC/C(N)=N/O)nc(N2CCOCC2)n1	-2%
O=C(CCCc1ccccc1)N1CCc2ccccc21	-2%
CCN(CC)[C@@H](C)CN1c2ccccc2Sc2ccccc21	-1%[12.8 µM]
CCCc1nc(SCC(=O)NCc2ccco2)c2c(=O)n(C)c(=O)n(C)c2n1	15%
COc1ccc(CCNc2c(N)n(Cc3ccccc3)c(=O)[nH]c2=O)cc1OC	-2%
C=C(CO)[C@H]1Cc2c(ccc3c2O[C@H]2COc4cc(OC)c(OC)cc4[C@@H]2C3=O)O1	1%
COc1ccc(C(=O)Nn2c(C3CCC3)nc3ccccc3c2=O)c(OC)c1	-1%
CCC(=O)Nc1cccc(-c2nnc(SCC(=O)c3ccccc3)n2C)c1	5%
O=C(COc1ccc(Cl)cc1Cl)NC1CCSC1=O (configuration not stated)	-7%
CCOC(=O)C1CCCN(Cc2cccc(Cl)c2)C1 (configuration not stated)	-4%
CN1CCN(C(=O)c2cccc(S(=O)(=O)N3CCCCC3)c2)CC1	15%
CS(=O)(=O)N(CC(=O)N1CCN(c2ccccc2F)CC1)c1cccc(C(F)(F)F)c1	4%
O=C(CN1CCN(c2nc(-c3ccccc3)cs2)CC1)Nc1ccc2c(c1)OCO2	-6%
CCOc1cc(S(=O)(=O)NCc2ccco2)c(OCC)cc1-n1cnnn1	6%
O=C(CC(c1ccccc1)c1cc(Br)ccc1O)NCc1ccco1 (configuration not stated)	0%
COc1ccccc1C(=O)NCc1ccc2c(c1)OCO2	8%
(next part)
SMILES	AmpC det inh
O=C(C1CCCN1S(=O)(=O)c1cccc2cccnc12)N1CCc2ccccc21 (configuration not stated)	9%
O=C1CCCC(O)=C1C(C#Cc1ccccc1)C1=C(O)CCCC1=O	-9%
Fc1ccc(C(OCCN2CCN(C/C=C\c3ccccc3)CC2)c2ccc(F)cc2)cc1	-7%
Cn1cccc1C(=O)N1CCC[C@@]2(CCN(C(=O)Nc3cccc(C#N)c3)C2)C1	-2%
Cc1ccc(S(=O)(=O)NCc2ccc(C(=O)N3CCN(c4ccccn4)CC3)cc2)cc1	0%
O=C(NCc1cccc(C(F)(F)F)c1)C1CCN(c2ncccn2)CC1	8%
COc1ccccc1CC(=O)N(CCC#N)CCC#N	-2%
O=C(Nc1ccc2oc(-c3ccncc3)nc2c1)c1c(F)c(F)c(F)c(F)c1F	-2%
CC1=C(C)C(=O)NC(Nc2nc(C)c3cc(C)cc(C)c3n2)N1 (configuration not stated)	12%
C(=N\n1cnnc1)/c1ccc(OC2CSC2)cc1	14%
COc1ccccc1-c1cc(=O)c2cc(O)ccc2o1	-3%
O=C/C=C/c1ccccc1	4%&10%
N#Cc1ccccc1NC(=O)COC(=O)c1ccc2c(c1)OCCO2	-4%
Cc1ccc(-c2cc(C(=O)N3CCN(c4ncccn4)CC3)c3ccccc3n2)cc1	-4%
CCn1c(CSc2nccn2C)nc2cc(C(=O)O)ccc21	-4%
CC1(C)CC(=O)C2=C(C1)OC(N)=C(C#N)C21CCN(Cc2ccccc2)CC1	17%
O=C(CCS(=O)(=O)c1ccc(Cl)cc1)N1CCN(S(=O)(=O)c2cccs2)CC1	-5%
COCc1cc(C)nc(SCC(=O)Nc2ccccc2C)c1C#N	-7%
NC(=O)CCCCC(N)=O	10%
Nc1cc(N)nc(SCCOc2ccccc2)n1	7%
CN(C)CC/C=C1\c2ccccc2COc2ccccc21	-2%
Nc1cc(Cl)c(N)c(Cl)c1	10%
CCC(OC(=O)c1cc2sccc2n1C)C(=O)NCC1CCCO1 (configuration not stated)	0%
O=C(c1ccccc1)c1ccc(C(=O)N2CCOCC2)cc1	-1%
CCCC(=O)c1ccc(N2CCN(S(=O)(=O)c3ccccc3)CC2)c(F)c1	9%
Cc1ccc(N(CC(=O)Nc2ccc3c(c2)OCCO3)S(=O)(=O)c2c(C)noc2C)cc1	-3%
CCOC(=O)c1nnn(-c2nonc2N)c1-c1cccc2ccccc12	-2%
CS(=O)(=O)N1CCC2(CCN(c3cccc(-c4ccccc4)c3)CC2)CC1	-1%
O=S(=O)(NCc1cccnc1)c1cc(Cl)ccc1Cl	12%
COc1ccc(C(=O)Nc2nccs2)cc1OC	11%

Three compounds drawn at random from the list so far, as already listed:
SMILES	AmpC det inh
CS(=O)(=O)N1CCC(C(=O)Nc2cc(C(F)(F)F)ccc2Cl)CC1	-3%
S=c1[nH]c2ccccc2[nH]1	12%
CCN(CC)[C@@H](C)CN1c2ccccc2Sc2ccccc21	-1%[12.8 µM]

Carrying on.
SMILES	AmpC det inh
Cc1ccc(NC(=O)CSC2=C(C#N)C(c3ccc4c(c3)OCO4)C3=C(CCCC3=O)N2)c(C)c1 (configuration not stated)	1%
CCOC(=O)CNc1ncnc2nc[nH]c12	7%
CCOC(=O)c1ccc(NS(=O)(=O)N2CCCCCC2)cc1	-5%
Cc1ccc(NC(=O)c2cc(NC(=O)c3ccco3)ccc2N2CCCCC2)cc1	7%
CCOC(=O)c1c(C)oc2ccc(OCC(=O)N(CC)CC)cc12	-2%
CCOC(=O)CN1CC23C=CC(O2)C(C(=O)Nc2ccc(F)c(C)c2)C3C1=O (configuration not stated)	0%
Cc1cccc(NC(=O)CSc2nnc(-c3ccccc3Br)o2)c1C	9%
O=C(O)CCNc1ncnc2nc[nH]c12	-2%[5.75 µM]
CC(C)(C)OC(=O)N1CCC(C(=O)N2CCC[C@H]2C(=O)O)CC1	-1%
CCCS(=O)(=O)N1CCCC(C(=O)NC2CCCC(C)C2C)C1 (configuration not stated)	-2%
Cc1ccc(-c2nsc3c(N4CCC(C(N)=O)CC4)ncnc23)cc1	-2%
Cc1cc2ccc(OC(=O)c3ccc(N=C(N)N)cc3)cc2oc1=O	-3%[5.75 µM]
O=C(CSc1nc2ccsc2c(=O)n1-c1ccccc1)N1CCCC1	10%
CCOC(=O)c1c(C)nn(Cc2cccc(Cl)c2)c1N	-3%
CCN(c1ccccc1)c1nc2ccsc2c(=O)s1	0%
O=C(O)C1CC=CCC1C(=O)Nc1cccc(F)c1 (configuration not stated)	2%
CCOC(=O)c1cccc(NC(=O)CSc2nc(N)cc(N)n2)c1	0%
CCCOC(=O)c1ccc(NC(=O)c2cnccn2)cc1	0%
Cn1c(=O)c2c(nc(CN3CCC(C(N)=O)CC3)n2CCCc2ccccc2)n(C)c1=O	0%
Brc1ccc(NCc2nnc3n2CCCCC3)cc1	0%
COc1cccc(NC(=O)N2CCCC2C(=O)NCC(C)C)c1 (configuration not stated)	6%
CC(C)CCNC(=O)C(c1ccco1)N(CC1CCCO1)C(=O)Cn1nnc2ccccc21 (configuration not stated)	12%
Cc1cc(N2CCN(c3ccccc3)CC2)nc(-c2ccccc2)n1	9%
CC1CCCCN1C(=O)c1cnn2c(C(F)(F)F)cc(-c3ccco3)nc12 (configuration not stated)	7%
COC(=O)[C@@]1(Cc2ccccc2)[C@H]2c3cc(C(=O)N4CCCC4)n(Cc4ccsc4Br)c3C[C@H]2CN1C(=O)c1ccccc1	1%
CC(C)c1nnc(NC(=O)c2ccc(S(=O)(=O)N3CCOCC3)cc2)s1	9%
CCCOC(=O)NC(CC)COC(=O)Nc1cccc(C)c1C (configuration not stated)	-7%
Cc1ccc(N2C(=O)c3cccc4c(N5CCN(C)CC5)ccc(c34)C2=O)c2cccnc12	-5%
CCc1cc(=O)n2[nH]c(C)c(-c3ccccc3OC)c2n1	12%
CCC(=NCC1CCCO1)c1c(O)[nH]c(=O)[nH]c1=O (configuration not stated)	2%

Compounds above that have bromine, in the order listed:
SMILES	AmpC det inh
Cc1cc(Cl)cc(Br)c1OCCNCC(C)O (configuration not stated)	-6%
O=C(CC(c1ccccc1)c1cc(Br)ccc1O)NCc1ccco1 (configuration not stated)	0%
Cc1cccc(NC(=O)CSc2nnc(-c3ccccc3Br)o2)c1C	9%
Brc1ccc(NCc2nnc3n2CCCCC3)cc1	0%
COC(=O)[C@@]1(Cc2ccccc2)[C@H]2c3cc(C(=O)N4CCCC4)n(Cc4ccsc4Br)c3C[C@H]2CN1C(=O)c1ccccc1	1%

Part of the list above in order of length of the SMILES, lowest first:
SMILES	AmpC det inh
Brc1ccc(NCc2nnc3n2CCCCC3)cc1	0%
CCCOC(=O)c1ccc(NC(=O)c2cnccn2)cc1	0%
CCC(=NCC1CCCO1)c1c(O)[nH]c(=O)[nH]c1=O (configuration not stated)	2%
Cc1cc(N2CCN(c3ccccc3)CC2)nc(-c2ccccc2)n1	9%
CC1CCCCN1C(=O)c1cnn2c(C(F)(F)F)cc(-c3ccco3)nc12 (configuration not stated)	7%
CC(C)CCNC(=O)C(c1ccco1)N(CC1CCCO1)C(=O)Cn1nnc2ccccc21 (configuration not stated)	12%
COC(=O)[C@@]1(Cc2ccccc2)[C@H]2c3cc(C(=O)N4CCCC4)n(Cc4ccsc4Br)c3C[C@H]2CN1C(=O)c1ccccc1	1%

Further results follow.
SMILES	AmpC det inh
Cn1nc(C(=O)Nc2cccc(C(F)(F)F)c2)ccc1=O	-6%
O=C(O)C[C@H]1OCC=C2C[N@@+]3([O-])CC[C@]45c6ccccc6N[C@@H]4[C@@H]1[C@H]2C[C@H]53	-2%[5.75 µM]
Nc1c(S(=O)(=O)O)cc(Nc2ccc(Nc3nc(Cl)nc(Nc4ccc(S(=O)(=O)O)cc4)n3)c(S(=O)(=O)O)c2)c2c1C(=O)c1ccccc1C2=O	13µM*
COc1ncc2nc(-c3cccs3)c(=O)n(CCC#N)c2n1	9%

Exported with each value named: part of the list above.
O=C(O)C[C@H]1OCC=C2C[N@@+]3([O-])CC[C@]45c6ccccc6N[C@@H]4[C@@H]1[C@H]2C[C@H]53
  AmpC det inh: -2%[5.75 µM]
Nc1c(S(=O)(=O)O)cc(Nc2ccc(Nc3nc(Cl)nc(Nc4ccc(S(=O)(=O)O)cc4)n3)c(S(=O)(=O)O)c2)c2c1C(=O)c1ccccc1C2=O
  AmpC det inh: 13µM*
